# Screens as filed in PubChem BioAssay.
# procasp3 activ: procaspase-3 (human) activation; recombinant procaspase-3 D3A, Ac-DEVD-pNA absorbance 405 nm; P42574; 330,000 compounds, 0.11% hits; activation, % at 8.5 µM; AID 463141;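 active means activation above the mean of all tested compounds plus 3 SD, cut at about 21% in these data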;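 further: 0% = DMSO alone and 100% = DMSO wells spiked with extra 5 µM PC-3 D3A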
#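 assay system = Procaspase-3 D3A mutant | signal = absorbance at 405 nm, 0 and 120 min | times = 1 h preincubation plus 2 h reaction at 25 °C | repeats = single replicate | read-out = % activation between DMSO and enzyme-spiked controls | medium = Zinc-free HEPES saline buffer with Triton X-100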
# LAP4-GFP MLPCN: yeast TOR pathway LAP4-GFP modulation. GFP response vs DMSO, % at 10 µM. S. cerevisiae LAP4-GFP multiplex, flow cytometry GFP, 3 h; median GFP as percent of DMSO wells. 320,000 compounds, 0.34% hits;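 active means GFP response vs DMSO above a set limit, about the screen mean plus 3 SD, cut at about 150% in these data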
# AHR activator: activates the human aryl hydrocarbon receptor; P35869; AHR-responsive luciferase reporter cells, luminescence; activation, % at 5 µM; 320,000 compounds, 2.5% hits; AID 2796; in the data active means activation above about 47%;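 further: 0% = vehicle wells and 100% = reference agonist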
# RPL19A TOR yeast: alters RPL19A-GFP fluorescence in TOR pathway yeast screen; 330,000 compounds, 0.3% hits; S. cerevisiae RPL19A-GFP strain, flow cytometry, 3 h; active compounds read low; percent response vs DMSO, % at 10 µM;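 active means percent response vs DMSO below 50%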;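 further: median channel GFP fluorescence of the barcoded RPL19A-GFP strain; ratio of sample median GFP to plate DMSO average so 100% = DMSO; lower means less RPL19A-GFP as with rapamycin TOR inhibition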
# EBNA-1 inhibitor: blocks EBNA-1 binding to DNA. AID 1950. 300,000 compounds, 0.34% hits. EBNA-1 DNA binding, fluorescence polarization. inhibition, % at 14.8 µM; in the data active means inhibition above about 28%
# MEP2-GFP yeast: alters MEP2-GFP fluorescence in TOR pathway yeast screen; S. cerevisiae MEP2-GFP strain, flow cytometry GFP, 3 h; 100% = DMSO control level; GFP response vs DMSO, % at 10 µM; 330,000 compounds, 0.51% hits; AID 2016;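 active means GFP response versus DMSO above a set limit, roughly screen mean plus 3 SD, cut at about 180% in these data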;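 further: median GFP fluorescence of the barcode-gated MEP2-GFP cells per well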
# procasp7 counter: activates human procaspase-7, counter-screen for procaspase-3 activators; P55210; recombinant procaspase-7, Ac-DEVD-pNA absorbance 405 nm; D23A/D198A/D206A triple mutant, cannot self-cleave; scale: DMSO 0, 5 µM enzyme 100; activation, % at 8.5 µM; 330,000 compounds, 0.093% hits; AID 463210;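 active means percent activation above the screen-wide mean plus 3 SD, cut at about 25% in these data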
#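 Material: Procaspase-7 triple mutant (PC-7 D3A) | Quantity: 2 µM procaspase-7 mutant as dispensed | Reagent: DEVD-pNA substrate | Times: 1 h preincubation, 2 h reaction | Technique: 405 nm absorbance of p-nitroaniline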
# ZTA DNA inh: blocks Epstein-Barr virus ZTA, an EBNA-1 counter-screen | P03206 | ZTA-DNA binding, fluorescence polarization | inhibition, % at 11 µM | 320,000 compounds, 0.15% hits; in the data active means inhibition above about 33%
# An asterisk follows results filed as active; x = not tested or not shown; [ ] = dose if it differs, or a comment.
compound	AHR activator	LAP4-GFP MLPCN	RPL19A TOR yeast	EBNA-1 inhibitor	procasp3 activ	ZTA DNA inh	MEP2-GFP yeast	procasp7 counter
CC(C)Cc1nnc(NS(=O)(=O)c2ccc(Cl)cc2)s1	0	95	103	12	3	2	100	3
Cc1ccc(NC(=O)CO/N=C(\N)c2nonc2N)cc1C	10	89	104	2	11	3	107	1
C/C(=N\OCC(=O)N/N=C/c1ccccc1O)c1cccs1	3	106	101	-4	8	11	109	10
CSc1ccc(CN2CCN(CCC(C)C)C(CCO)C2)cc1 (stereo not given)	2	92	106	8	3	-22	101	-6
CN(C)S(=O)(=O)c1cccc(NC(=O)COC(=O)CNC(=O)c2cccc([N+](=O)[O-])c2)c1	0	107	101	9	-1	3	97	4
CNC(C)C#Cc1ccc2c(=O)c3cc(C)c(C)cc3oc2c1 (stereo not given)	10	145	101	-2	-9	-8	94	0
COc1cc(S(=O)(=O)N2CCN(C(=O)C3CC3)CC2)ccc1NC(C)=O	3	105	101	x	3	x	102	0
Cc1cc(NC(=O)COn2nnc3ccccc32)no1	2	94	95	-3	3	5	93	-1
CCOC(=O)c1c(-c2cccs2)csc1NC(=O)CN(CC)CC	11	103	100	10	-12	11	104	8
O=C(CN1C(=O)COc2ccccc21)NCCCN1CCOCC1	5	86	105	-14	11	9	102	3
CCOc1ccc2ccccc2c1C(=O)Nc1cc(=O)n(C)c(=O)n1C	0	101	99	5	7	11	97	-2
CCn1c(COc2ccc(C)cc2)nnc1SCC(=O)NNC(=O)c1ccc(OC)cc1	-3	90	100	7	4	10	98	-3
O=C(Cn1c(=O)n(Cc2ccco2)c(=O)c2c3c(sc21)CCCC3)Nc1ccccc1	8	94	96	-10	-11	5	104	5
CN(C)C1=NC[C@H](Cc2ccccc2)N1CC1CCCCCC1	3	96	101	-6	2	-7	96	8
N#Cc1ccccc1OCC(=O)N(Cc1nnc(-c2ccccc2Cl)o1)C1CC1	7	103	98	-14	-5	-11	100	-1
CCC(Sc1nc(N)cc(N)n1)C(=O)O (stereo not given)	-1	99	94	-8	8	-10	108	-6
CCOCCCNC(=O)c1c(C)c(C(=O)OCC)n(C)c1C	3	108	101	19	4	13	110	14
Nc1ccccc1C#Cc1cnccn1	12	113	99	15	-9	-7	96	0
CC(=O)c1cc(-c2ccccc2)n(CCC(=O)NCc2cccs2)c1C	8	101	101	-4	3	-28	106	9
Clc1ccc(OCCOCCN2CCc3ccccc3C2)c(Cl)c1	30	101	103	3	-11	9	110	5
Cc1cc(C)nc(SCC(N)=O)n1	0	103	104	-10	4	-14	103	11
CN(C(=O)CSC1=NCCS1)c1ccccc1	1	90	96	2	6	-3	101	-3
COCCNC(=O)c1cnn2c1NC(c1ccco1)CC2C(F)(F)F (stereo not given)	3	107	101	11	-4	3	106	-6
Cc1cc(C(=O)N2CCN(S(=O)(=O)c3ccc(F)c(Cl)c3)CC2)c(C)o1	0	103	98	x	3	-10	97	-3
COc1cc(/C=N/NC(=O)c2ccc(Cn3cc([N+](=O)[O-])cn3)o2)cc(Br)c1O	10	118	104	8	3	15	97	-4
NC(=S)Nc1cccc(F)c1	3	109	92	-4	4	5	100	5
COc1ccc(CNC(=S)Nc2cccc(OC)c2)cc1	2	83	109	1	-3	-8	100	-8
C(=N\n1cnnc1)/c1cccc2ccccc12	13	99	92	-3	12	5	93	1
Cc1ccc(S(=O)(=O)N(C)c2ccc(N)cc2)cc1	0	104	100	-5	5	1	99	3
CC(=O)c1ccc(S(=O)(=O)N2CCN(C)CC2)cc1	1	100	98	4	3	-6	98	4

# Two of the compounds above, field by field.
smiles: CCOc1ccc2ccccc2c1C(=O)Nc1cc(=O)n(C)c(=O)n1C
  AHR activator: 0 | LAP4-GFP MLPCN: 101 | RPL19A TOR yeast: 99 | EBNA-1 inhibitor: 5 | procasp3 activ: 7 | ZTA DNA inh: 11 | MEP2-GFP yeast: 97 | procasp7 counter: -2
smiles: CCn1c(COc2ccc(C)cc2)nnc1SCC(=O)NNC(=O)c1ccc(OC)cc1
  AHR activator: -3 | LAP4-GFP MLPCN: 90 | RPL19A TOR yeast: 100 | EBNA-1 inhibitor: 7 | procasp3 activ: 4 | ZTA DNA inh: 10 | MEP2-GFP yeast: 98 | procasp7 counter: -3

# (list continues)
compound	AHR activator	LAP4-GFP MLPCN	RPL19A TOR yeast	EBNA-1 inhibitor	procasp3 activ	ZTA DNA inh	MEP2-GFP yeast	procasp7 counter
CC(=O)NC(Cc1c[nH]c2ccccc12)C(=O)OCC(=O)Nc1cc(C)on1 (stereo not given)	0	100	104	3	2	-11	101	-2
CCN(CC)CCN(Cc1cc2cc3c(cc2[nH]c1=O)OCCO3)C(=S)NC	5	90	106	5	1	-3	100	3
CC(C)(C)OC(=O)N1CCC(NC(=O)c2[nH]cnc2C(=O)Nc2ccc(Cl)cc2)CC1	2	94	101	x	7	-7	87	-1
CCOc1ccc(-c2nc(CN3CCCC(C(=O)N4CCOCC4)C3)c(C)o2)cc1 (stereo not given)	7	97	95	4	4	12	91	0
CCN(CC)S(=O)(=O)c1cc([N+](=O)[O-])ccc1NNC(=O)Nc1ccccc1	0	101	102	-18	-14	2	102	-10
CCOC(=O)N1CCN(C(=O)c2ccc(N3CC4CC(C3)c3cccc(=O)n3C4)c(NC(=O)c3ccc(F)cc3)c2)CC1 (stereo not given)	-2	95	99	8	1	11	95	7
Cc1nc2cc(NC(=O)N3CCCCC3)ccc2n1C	3	92[may fluoresce violet]	41*[may fluoresce violet]	2	7	-7	371*[may fluoresce violet]	-2
O=C(CSc1nnc(-c2ccncc2)n1Cc1ccccc1)NCCc1ccccc1	1	96	91	3	-1	-5	101	13
C/C(=N\NC(=O)c1cc(C)[nH]n1)C(C)(C)C	8	94	96	10	6	-2	97	3
CCCCn1c(N)c(N(CC)C(=O)C2=COCCO2)c(=O)[nH]c1=O	-1	122	109	-6	8	17	104	6
CCCCN(CC)CCNC(=O)CN1C(=O)COc2ccc(S(=O)(=O)N3CCCC3)cc21	0	87	99	77*	-6	2	96	1
CC(NC(=O)CCCC1CCCCC1)c1ccc(S(N)(=O)=O)cc1 (stereo not given)	0	96	101	2	1	0	101	-4
CCOCCCn1c(C)nc2c[n+](CC(=O)c3ccc4ccccc4c3)cc(Br)c21	4	106[may fluoresce violet]	72[may fluoresce violet]	-6	-4	-3	135[may fluoresce violet]	5
Cc1cccc(OCC(=O)Nc2nc3ccc([N+](=O)[O-])cc3s2)c1	3	116	104	-7	-4	-18	109	-4
CN1CCC(OC(=O)c2ccccc2Cl)CC1	6	96	110	3	-13	-12	107	2
COc1ccc(NS(=O)(=O)c2cc([N+](=O)[O-])ccc2NN=Cc2ccccc2OCC(=O)O)cc1	0	105	108	x	-11	x	100	-7
Cc1ccc(C)c(NC(=O)CC2Oc3ccccc3NC2=O)c1 (stereo not given)	9	93	103	-3	9	-4	108	-1
CC(=O)N1CCOc2ccc(S(=O)(=O)N3CCC(C(=O)Nc4cc(C)cc(C)c4)CC3)cc21	9	90	96	-5	5	15	103	1
CCNC(=O)COc1ccc(Br)cc1Cl	0	104	103	17	3	16	104	-1
COC(=O)CSc1ccc(S(=O)(=O)N2CCC(C)CC2)cc1[N+](=O)[O-]	1	87	96	13	-26	-18	95	-29
Cc1nn(CC2CC2)c(=O)n1-c1ccccc1F	1	101	100	13	2	6	99	0
CC(=O)NCc1nnc2c3ccccc3c(-c3ccccc3)nn12	-5	99	106	1	-2	-27	101	1
O=C(CCn1c(=O)oc2ccccc21)NCCN1CCOCC1	1	96	97	-3	-2	-6	96	-3
CC(OC(=O)/C=C/c1cccc(Cl)c1)C(=O)NC1CCCCC1C (stereo not given)	0	101	99	5	6	-13	99	6
COc1ccc(-c2nc(CN3CCCCC3CCc3ccccn3)c(C)o2)cc1 (stereo not given)	2	101	94	-4	-4	2	98	4
COc1ccc(Cl)cc1NC(=S)NCc1cccs1	30	113	103	-2	4	8	101	5
CSc1ccccc1OCc1cc(C(=O)NCCc2ccco2)no1	27	97	94	0	6	-7	93	12
Cc1onc(-c2ccncc2)c1C(=O)O	-1	100	100	5	5	0	102	1
CCCOc1ccc(-c2nnc(-c3cccs3)o2)cc1	2	97	96	4	11	-4	100	2
O=C(c1cccc(C(F)(F)F)c1)C1CCCN(C(=O)CN2CCCC2=O)C1 (stereo not given)	0	101	94	-12	2	-6	93	2
Cc1c(C(=O)Nc2ccc3c(c2)CCC3)cccc1[N+](=O)[O-]	-3	117	108	-1	-1	-6	110	0
CCO[C@@H]1OC(C(=O)NC2CC2)=C[C@H](c2ccc3c(c2)OCO3)[C@H]1CCCO	-1	140	95	9	7	4	93	10
Cc1cc(Cl)c(S(=O)(=O)NC(C(=O)O)c2ccccc2)cc1OCC(N)=O (stereo not given)	-1	97	98	8	2	12	105	-11
Cc1oc(-c2ccccc2F)nc1CS(=O)CC(=O)NCc1ccc2c(c1)OCO2 (stereo not given)	50*	101	95	-1	4	-4	96	5
COc1cc2c(cc1OC)-c1cc(N3CCCc4ccccc43)nc(=O)n1CC2	15	94	96	-13	-13	-4	93	-1
Brc1ccc(CSc2ccc3nnc(-c4cccnc4)n3n2)cc1	34	98	102	-4	-6	-9	95	-1
Cc1ccc(C2N=C(N)Nc3nc(=O)c4ccccc4n32)cc1 (stereo not given)	-2	100	99	-12	4	0	94	-4
CCCOc1ccc(/C(O)=C2/C(=O)C(=O)N(CCCn3ccnc3)C2c2cccnc2)cc1 (stereo not given)	-1	126	110	-16	-12	-17	118	-3
CCOC(=O)c1c(C)c(C(=O)NCc2ccc(OC)cc2)c(C)n1C	7	87	100	0	4	-5	101	19
CCOC(=O)c1c(NC(=O)COC(=O)c2nc(Cl)ccc2Cl)sc(C(=O)NC)c1C	17	86	87	8	-9	0	92	5
CCOC(=O)NC1(NC(C)C)Oc2ccccc2O1	2	97	99	13	-17	12	100	-23
Cc1cc(C)c2c(N)c(C(=O)NN3CC(=O)N(c4ccccc4F)CC3=O)sc2n1	2	103	99	-2	-3	4	103	2
COc1ccccc1-n1c(-c2cc(-c3ccc(F)cc3)n[nH]2)n[nH]c1=S	4	105	94	-1	-3	11	90	-27
O=C(NCCN1CCOCC1)c1ccc2c(c1)N(Cc1ccc(Cl)cc1)CCS2	1	91	96	7	-3	2	92	-1
Cc1c(Cl)cccc1NC(=O)c1cc(-c2ccccc2O)n[nH]1	-8	96	92	-13	-3	-16	95	-4
CC(=O)Nc1ccc(N2C(=O)CC(N3CC(C)OC(C)C3)C2=O)cc1 (stereo not given)	2	106	107	-11	-11	1	107	-1
CCCCOC(=O)c1ccc(NS(=O)(=O)c2cc(-c3nnnn3CC)ccc2OC)cc1	3	94	89	4	-2	-8	93	2
O=C(Cc1ccc2c(c1)CCCC2)Nc1ccccc1Cl	3	105	94	2	2	3	96	-4
O=c1[nH]snc1N1CCOCC1	0	98	98	5	6	17	91	4
COc1ccc(S(=O)(=O)Nc2cc3c4c(c2)CCC(=O)N4CCC3)cc1C	16	109	99	-1	0	1	95	12
CC1CCC/C(=N\NC(=O)COc2ccc(Cl)cc2Cl)C1 (stereo not given)	2	103	104	-2	-2	-9	103	6
